High-throughput results as filed in PubChem BioAssay.
TbPYK inhibitor: qHTS of Trypanosoma Brucei Inhibitors; TbPYK enzyme, Kinase-Glo Plus ATP luminescence, 45 min; 410,000 compounds, 0.12% hits; Potency, µM (highest dose often 76.8 µM), inactives show at the highest dose activity, negative = inhibition, actives largely listed as inhibitors; active = well fitted inhibition curve with a large enough effect; inconclusive = small, poorly fitted or top-dose-only effect; also: nearly all actives have a fitted effect of over 50% in size
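T. brucei PYK with substrate was exposed to pin-transferred compounds across a concentration series, then started with 130 uM ADP (final). After 45 min at room temperature, Kinase-Glo Plus luminescence was read, normalized and curve-fitted.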
* = called active by the depositor; ? = inconclusive; [ ] = another dose, or the depositor's remark. % is scaled to controls: 0 for no effect and ±100 for the full control effect; potency is read from the fitted curve at half-maximal effect. This is a subset; count on the stated rates, not on these rows.

SMILES	TbPYK inhibitor
Cc1cccc(NC(=O)CN2CCN(C(=O)CNC(=O)c3ccc(-c4ccccc4)cc3)CC2)c1C	0.2%
COc1ccc(-c2ccc3[nH]c4c(c3c2)CCN2C(=O)[C@@H]([C@H](C)O)[C@@H](N(C)C(=O)Nc3ccccc3)C[C@@H]42)cc1	6.1%
CC(=O)c1ccccc1C(=O)N1CCCC(CNC(=O)c2ccc(F)cc2)C1 (stereo unspecified)	5.4%
Nc1nc2c(ncn2[C@@H]2O[C@H](CNCc3ccc(Oc4cc(-n5cccn5)ncn4)cc3)[C@@H](O)[C@H]2O)c(=O)[nH]1	-2.4%
Cc1cccc(NC(=O)c2oc3ccccc3c2NC(=O)c2cc(=O)c3ccc(C)cc3o2)c1	2.0%
C[C@H]1COc2cccc(N(C)CCO)c2S(=O)(=O)N1	3.8%
COc1ccc(Cl)cc1NC(=O)c1c(NCc2ccc(C)o2)sc2c1CCCC2	?
Cn1ccc2c(-c3ccc4[nH]ccc4c3)cc3c(c21)C1CCC3O1 (stereo unspecified)	-0.1%
COc1ccc(CC(N)c2csc(NC(=O)Nc3ccccc3C(C)C)n2)cc1 (stereo unspecified)	-3.3%
CCC(=O)N(C)C[C@@H]1Oc2ncc(Br)cc2C(=O)N([C@@H](C)CO)C[C@H]1C	-3.4%
CSc1ncc(C(=O)Nc2c(C)cccc2C)c(-c2ccccc2)n1	2.8%
COc1ccccc1N1CCN(C(c2ccccc2)c2nnc(-c3ccccc3Cl)o2)CC1 (stereo unspecified)	-1.3%
COc1ccc(CCNC(=O)c2c(O)nc3cc(C)ccn3c2=O)cc1OC	-1.8%
C=C(C)Cn1c(SCC(=O)c2ccccc2)nc2sc3c(c2c1=O)CCCC3	4.7%
COc1ccc([C@H]2CC(=O)C[C@@H](CCn3cc(-c4cccnc4)nn3)O2)cc1	-7.6%
Cc1cc(=O)n(Cc2cccc(Cl)c2)c2c1c(C)nn2-c1ccccc1	3.3%
Cc1cc(Nc2cccc(O)c2)c2cccc(Br)c2n1	-5.7%
CCCCN(C)c1c(C)nc2ccc(C(=O)Nc3cc(-c4ccccc4)ccc3OC)cn12	-6.9%
CCCCN1CCc2nc(N3CCN(c4ncccn4)CC3)ncc2C1	2.5%
OC[C@@H]1CN(Cc2cccnc2)C[C@H](n2cnc3c(N4CCCC4)ncnc32)O1	-6.1%
CO[C@]12CC[C@@]3(C[C@@H]1[C@](C)(O)C(C)(C)C)[C@@H]1Cc4ccc(O)c5c4[C@@]3(CCN1CC1CC1)[C@H]2O5	3.1%[157 µM]
O=C(OCc1ccccc1Cl)c1ccc(-c2nnn(Cc3ccc(F)cc3)n2)cc1	-0.2%
Cc1ccc(NC(=O)CSc2nnc3[nH]c(=O)cc(C)n23)cc1Cl	-2.6%
O=S1(=O)C[C@H](N2CC[C@@H](O)C2)[C@@H](COCc2ccccc2)N1	-0.7%
CCc1nc2nc(C)c(NS(=O)(=O)c3ccc(C(C)(C)C)cc3)c(=O)n2[nH]1	-2.8%
The list continues:
SMILES	TbPYK inhibitor
O=C(Nc1ccc(Cl)c(C(F)(F)F)c1)C1CCN(S(=O)(=O)c2cccc3nonc23)CC1	-4.5%
CCOC(=O)c1ccccc1NC(=O)N1CCN2CCCCC2C1 (stereo unspecified)	4.3%
CC(=O)c1ccc(N2CCN(c3ccc(NC(=O)c4ccc(F)cc4)cc3C(=O)O)CC2)cc1	-1.9%
COc1cccc(CNC(=O)Cn2c(=O)oc3cc(S(=O)(=O)N4CCC(C)CC4)ccc32)c1	0.0%
Cc1cccc(C)c1NC(=O)CS(=O)(=O)c1nc(-c2ccc(Cl)cc2)cn1-c1ccccc1	-1.4%
O=C(CC1Sc2ccc(C(F)(F)F)cc2NC1=O)Nc1ccc(Cl)c(C(F)(F)F)c1 (stereo unspecified)	1.4%
O=C(CSc1nccn1Cc1ccc(F)cc1)NC1CCCCC1	3.5%
CCOc1ccc(-c2cc(CCCC(=O)NCCc3ccc(Cl)cc3)no2)cc1	0.4%
Cc1cc(C)c(NC(=O)CN2C(=O)CCn3nc(-c4cccn4C)cc32)c(C)c1	-6.1%
COc1ccccc1OCC(=O)NCC1CCCN(C(=O)c2cccc(C)c2)C1 (stereo unspecified)	-0.8%
CCCNC(=O)C1(C)CCN(C(=O)c2ccc(F)cc2Cl)C1 (stereo unspecified)	1.3%
O=C(COc1ccc(Cl)cc1)Nc1ccc(O)c(-c2nc3ccccc3s2)c1	-0.8%
N#Cc1ccc(CN2CC[C@@]3(CCCNC3)C2)cc1	-8.9%
COC(=O)c1cc2sc(Cl)cc2n1Cc1nc(-c2ccc(OC)cc2)oc1C	0.7%
Cc1nc2ccc(S(=O)(=O)NC(CC(C)C)C(=O)N3CCN(c4ccc(F)cc4)CC3)cc2s1 (stereo unspecified)	3.5%
CCCN1C(=O)c2oc3cc(C)cc(C)c3c(=O)c2C1c1ccc(F)cc1 (stereo unspecified)	1.6%
CCOC(=O)C(C)NC(=O)c1cc2c(=O)[nH]c3ccc(C)cc3c2s1 (stereo unspecified)	-2.0%
CCCCn1nc(NC(=O)c2cccc(Cl)c2)c2cc3ccc(C)cc3nc21	0.1%
CCOC(=O)C1(C)CCCN(C(=O)c2cc(F)cc(F)c2)C1 (stereo unspecified)	-1.0%
COc1ccc(-c2ccc3c(c2)O[C@H](CN(C)C(=O)Nc2ccccc2F)[C@@H](C)CN([C@H](C)CO)S3(=O)=O)cc1	0.8%
CC(NC(=O)C1CCCN1C(=O)OC(C)(C)C)C(=O)OCc1ccccc1 (stereo unspecified)	2.8%
COc1cccc(C(c2sc3nc(-c4ccco4)nn3c2O)N2CCCC2)c1 (stereo unspecified)	-12.1%
COc1ccc2nc(N(Cc3cccnc3)C(=O)c3ccc4c(c3)OCCO4)sc2c1	-0.4%
O=S(=O)(c1ccccc1)N1CCC2(CCCN(Cc3cc(C(F)(F)F)cc(C(F)(F)F)c3)C2)CC1	0.7%
CCOC(=O)C1=CCN(S(=O)(=O)c2ccccc2C(=O)OC)C1c1ccc(Cl)cc1 (stereo unspecified)	0.0%

Reformatted in CSV form: part of the list above.
smiles,TbPYK inhibitor
CCCN1C(=O)c2oc3cc(C)cc(C)c3c(=O)c2C1c1ccc(F)cc1 (stereo unspecified),1.6%
O=C(COc1ccc(Cl)cc1)Nc1ccc(O)c(-c2nc3ccccc3s2)c1,-0.8%

Further results follow:
SMILES	TbPYK inhibitor
CCCN(C)C1CN(Cc2cn(Cc3cccc(Cl)c3)nn2)S(=O)(=O)C1 (stereo unspecified)	3.1%
COC(=O)c1sc2cccc(F)c2c1S(=O)(=O)N1CCN(c2ccc(C)cc2C)CC1	1.6%
CC(C)CNC(=O)C1(C)CCCCCN1C(=O)c1cccnc1 (stereo unspecified)	1.1%
CCOc1ccc(CCNC(=O)CCCc2nnc3n(CC(C)C)c(=O)c4sccc4n23)cc1	-1.8%
O=C(Cn1ncc2c(=O)oc3ccccc3c21)NCc1ccccc1Cl	3.6%
Cc1cc(C)cc(OCC(=O)NCC2(N3CCOCC3)CCCCC2)c1	1.4%
Cc1cccc(CCNC(=O)c2cc3c(s2)-c2c(C)cccc2OC3)c1	-13.2%
CC1=CC(Cc2ccccc2)N(C)C(C(N)=O)C1 (stereo unspecified)	-5.9%
O=C(NC1CCCCC1)c1[nH]c(C(F)(F)F)nc1-c1ccccc1	2.7%
O=C(c1cnc(Cl)c(Cl)c1)N1CCN(S(=O)(=O)c2cccs2)CC1	-5.0%
C[C@H]1NCc2cc(-c3ccc4c(=O)c(C(=O)O)cn(C5CC5)c4c3OC(F)F)ccc21	0.0%
CCCNC(=O)Nc1nc(C(N)c2ccc(OC)cc2)cs1 (stereo unspecified)	-6.4%
CCc1ccccc1NC(=O)CN(Cc1ccccc1)S(=O)(=O)c1ccc(Br)cc1	3.3%
CC1(Oc2ccc3ccccc3c2)CCN(Cc2ccc(OC(F)(F)F)cc2)C1 (stereo unspecified)	0.2%
COC(=O)c1c(NC(=O)Cc2coc3cc(C)ccc23)sc2c1CCCC2	2.3%
COc1ccc(C(CC(=O)Nc2ccc(C)c(C)c2)N2Cc3ccccc3C2=O)cc1OC (stereo unspecified)	-1.9%
COc1ccc(CCN2C(=O)CCC2(C)c2nnnn2Cc2ccccc2)cc1OC (stereo unspecified)	3.2%
CCCC(=O)N1CCC1(C)C(=O)NS(=O)(=O)c1cc(C)ccc1F (stereo unspecified)	6.3%
CCC1CN(C(=O)N2CCC(C(=O)NCCCc3ccccc3)CC2)c2cc(C)ccc2O1 (stereo unspecified)	-6.6%
CC(=O)c1ccc(OCc2c(-c3ccccc3)nnn2CC(=O)NS(=O)(=O)c2ccc(C)cc2)cc1	0.3%
CCN(CC)S(=O)(=O)c1ccc2c(c1)N(CC(=O)Nc1ccc(F)cc1)C(=O)CO2	-8.0%
Cc1ccc2nc(N(Cc3cccnc3)C(=O)c3ccc4c(c3)OCCO4)sc2c1	-1.6%
CCN(CC)c1nn2c(=O)c(C(=O)NCCc3cccc(C)c3)cnc2s1	-9.7%
Cc1ccc(-c2nc(CCNC(=O)C(=O)Nc3ccc(C)c(Cl)c3)cs2)cc1	0.0%
COc1ccccc1N1CCN(C(=O)CN2C(=O)COc3ccc(S(=O)(=O)N4CCCC4)cc32)CC1	-1.2%

Exported field by field: three of the compounds above
SMILES: C[C@H]1NCc2cc(-c3ccc4c(=O)c(C(=O)O)cn(C5CC5)c4c3OC(F)F)ccc21
  TbPYK inhibitor: 0.0%
SMILES: CCCNC(=O)Nc1nc(C(N)c2ccc(OC)cc2)cs1 (stereo unspecified)
  TbPYK inhibitor: -6.4%
SMILES: CCc1ccccc1NC(=O)CN(Cc1ccccc1)S(=O)(=O)c1ccc(Br)cc1
  TbPYK inhibitor: 3.3%

Continued.
SMILES	TbPYK inhibitor
CCC1CCc2nc3sc(C(=O)Nc4ccc(C)cc4)c(N)c3cc2C1 (stereo unspecified)	-2.5%
CC1(C(=O)NS(=O)(=O)c2ccccc2)CCN1C(=O)C1(c2ccc(Cl)cc2)CCC1 (stereo unspecified)	-1.6%
O=C(NCC1CCOCC1)C1Cc2c(-c3ccccc3Oc3ccccc3)ccnc2O1 (stereo unspecified)	3.6%
Cc1ccc2cccc(NC(=O)c3cccc4ccccc34)c2n1	-16.0%
C[C@@H]1CCCCO[C@H](CN(C)C(=O)Nc2ccc3c(c2)OCO3)[C@H](C)CN([C@@H](C)CO)C(=O)c2cc(NS(=O)(=O)c3ccc(Cl)cc3)ccc2O1	-2.5%
COCCNC(=O)C1CCCN(C(=O)c2cc(-c3ccccc3)cs2)CC1 (stereo unspecified)	2.2%
CCCNS(=O)(=O)c1cc(-c2nn3c(C)nnc3c3ccccc23)ccc1C	-6.0%
Cc1ccc(-n2nc(C(=O)N3CCN(c4ccccc4F)CC3)c3c4ccccc4n(C)c3c2=O)cc1	-6.1%
Cc1cc(C)cc(N2C(=O)CS(=O)(=O)C23C(=O)N(Cc2ccccc2)c2ccccc23)c1 (stereo unspecified)	3.6%
Cc1cccc(OCC(=O)Nc2cccc(OCc3cc(=O)n4cccc(C)c4n3)c2)c1	-5.4%
Cn1nnnc1Sc1ncnc2scc(-c3cccc4c3sc3ccccc34)c12	0.0%
Cc1ccc(F)c(S(=O)(=O)NC(=O)C2(C)CCN2C(=O)Cc2cc(F)ccc2F)c1 (stereo unspecified)	0.7%
CN1C(=O)c2ccccc2Sc2ccc(NC(=O)COc3ccccc3)cc21	-1.4%
COc1ccc(C(=O)OCC(=O)NC2CC2)cc1	5.6%
Cc1ccn2c(C(C)O)nnc2c1 (stereo unspecified)	0.4%
Cc1nc2ncnn2c(C)c1CCC(=O)N1CCN(c2ccc(F)cc2)CC1	-1.4%
O=C(Nc1ccc(C(=O)N2CCN(c3ccccc3)CC2)cc1)c1nsc2ccccc12	2.9%
COc1ccc(-c2nnc3c4ccccc4c(-c4ccccc4)nn23)cc1	4.4%
Cc1ccc(S(=O)(=O)C(CNC(=O)C(=O)NCc2ccc(Cl)cc2)c2ccco2)cc1 (stereo unspecified)	0.0%
CCCCN1C(=O)C(CC(=O)NCc2ccco2)CC(C(=O)N2CCOCC2)=C1C (stereo unspecified)	2.3%
COc1ccc(OCC(=O)N2CCN(C(=O)c3cccc(OC)c3)CC2)cc1	-4.5%
Cc1ccc(NC(=O)C(CC(C)C)NS(=O)(=O)c2ccc3c(c2)oc(=O)n3C)c(C)c1 (stereo unspecified)	4.5%
CC(=O)Nc1cccc(-c2cc(NC(C)=O)c3ncc(-c4cccc(C(C)=O)c4)n3c2)c1	-3.5%
Cc1nn(C)c2c1c(C(F)(F)F)cc(=O)n2C(C)C(=O)NCc1ccc(Cl)cc1 (stereo unspecified)	-0.4%
COc1cccc(CNC(=O)C2CCCCN2S(=O)(=O)c2ccc(F)cc2)c1 (stereo unspecified)	0.0%

A draw from above in order of SMILES length, falling.
SMILES	TbPYK inhibitor
Cc1ccc(-n2nc(C(=O)N3CCN(c4ccccc4F)CC3)c3c4ccccc4n(C)c3c2=O)cc1	-6.1%
CC1(C(=O)NS(=O)(=O)c2ccccc2)CCN1C(=O)C1(c2ccc(Cl)cc2)CCC1 (stereo unspecified)	-1.6%
CCC1CCc2nc3sc(C(=O)Nc4ccc(C)cc4)c(N)c3cc2C1 (stereo unspecified)	-2.5%

An excerpt of these results, comma-delimited.
SMILES,TbPYK inhibitor
Cc1ccn2c(C(C)O)nnc2c1 (stereo unspecified),0.4%
CCCCN1CCc2nc(N3CCN(c4ncccn4)CC3)ncc2C1,2.5%
O=C(CSc1nccn1Cc1ccc(F)cc1)NC1CCCCC1,3.5%
CCOC(=O)c1ccccc1NC(=O)N1CCN2CCCCC2C1 (stereo unspecified),4.3%
COc1ccccc1OCC(=O)NCC1CCCN(C(=O)c2cccc(C)c2)C1 (stereo unspecified),-0.8%
Cc1ccc(NC(=O)C(CC(C)C)NS(=O)(=O)c2ccc3c(c2)oc(=O)n3C)c(C)c1 (stereo unspecified),4.5%
CC(=O)Nc1cccc(-c2cc(NC(C)=O)c3ncc(-c4cccc(C(C)=O)c4)n3c2)c1,-3.5%
